From PubChem
RXFP1 antag: qHTS Assay for Antagonists of the Relaxin Receptor RXFP1 | Relaxin receptor 1 (Homo sapiens), Q9HBX9 | HEK293-RXFP1, relaxin-stimulated cAMP HTRF, 30 min; hits give low values | activity change, negative = inhibition, % at 57.5 µM | hit rate 0.59% among 350,000;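 active = activity change of -60% or lower, but not beyond a set lower limit; inconclusive = change between -60% and -40%, or beyond the set limit; inactive = change above -40%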; also: % is scaled to controls: 0 for no effect and ±100 for the full control effect
D1 PAM: Potentiators of Human D1 Dopamine Receptor: qHTS | hit rate 0.036% among 360,000 | AID 504651, 2011 | D(1A) dopamine receptor (Homo sapiens), P21728 | HEK293 TREx D1 cells, calcium flux, dopamine EC20 potentiation | potentiation, % at 10 µM; in the data active = potentiation above about 30%; also: 0% is about no effect
Target sequence (P21728 whole entry, looked up): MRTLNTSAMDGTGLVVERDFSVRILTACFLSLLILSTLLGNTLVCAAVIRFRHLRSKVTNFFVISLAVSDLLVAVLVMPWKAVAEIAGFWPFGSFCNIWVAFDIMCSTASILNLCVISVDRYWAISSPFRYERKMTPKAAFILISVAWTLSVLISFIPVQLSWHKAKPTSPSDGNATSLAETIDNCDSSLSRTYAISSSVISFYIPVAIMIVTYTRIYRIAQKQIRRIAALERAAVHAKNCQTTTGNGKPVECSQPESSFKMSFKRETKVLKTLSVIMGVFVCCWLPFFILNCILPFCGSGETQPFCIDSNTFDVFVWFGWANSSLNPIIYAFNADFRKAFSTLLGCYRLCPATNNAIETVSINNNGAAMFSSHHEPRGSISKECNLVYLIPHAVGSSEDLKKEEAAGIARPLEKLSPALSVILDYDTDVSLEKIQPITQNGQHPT
D1 antag: Antagonist of Human D 1 Dopamine Receptor: qHTS; HEK293 TREx D1 cells, calcium flux, dopamine EC80; hits give low values; hit rate 3.2% among 360,000; AID 504652, 2011; activity change, negative = inhibition, % at 10 µM; in the data active = activity change below about -30%; also: % is scaled to controls: 0 for no effect and ±100 for the full control effect
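Antagonism measured as reduced calcium response to an EC80 dopamine addition following 180 s compound pre-read; cells were inducible HEK293 Trex D1 plated overnight at 30 C, read kinetically at 1 cycle/sec.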
RXFP1 agonist: qHTS Assay for Agonists of the Relaxin Receptor RXFP1 | Relaxin receptor 1 (Homo sapiens), Q9HBX9 | HEK293T-RXFP1 cAMP TR-FRET, 30 min; response scale: percent of porcine relaxin response, buffer zero | Potency, µM (doses to about 57.5 µM), inactives show at the top dose activation, actives largely listed as activators | hit rate 0.3% among 370,000; active = well fitted activation curve with a large enough effect; inconclusive = small, poorly fitted or top-dose-only effect; also: potency is read from the fitted curve at half-maximal effect; % is scaled to controls: 0 for no effect and ±100 for the full control effect; nearly all actives have a fitted effect of over 60% in size; many of its hits are not listed in these tables
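cAMP rise read by TR-FRET after 30 min, 37C compound exposure (up to 58 uM) in RXFP1-transfected HEK293 cells with Ro 20174 present. EC50 from Hill-equation fits, with 29 nM porcine relaxin as 100% and buffer as basal.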
D1 ag: Allosteric Agonists of the Human D1 Dopamine Receptor: qHTS; activation, % at 2 µM; D(1A) dopamine receptor (Homo sapiens), P21728; AID 504660, 2011; HEK293 T-REx D1 cells, calcium flux, agonist mode; hit rate 1% among 360,000; in the data active = activation above about 30%; also: 0% is about no effect
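Tetracycline-induced HEK293 TREx D1 cells, force-coupled to calcium signalling, were dye-loaded with a no-wash calcium kit. Compound was pin-added after a 10 s baseline. Fluorescence was read kinetically at 1 cycle/s for 180 s, with calcium rises flagged as agonism.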
TRHR PAM: qHTS for Small Molecule Agonists and Allosteric Enhancers of Human TRH Receptor: Primary Screen for Enhancers; Thyrotropin-releasing hormone receptor (Homo sapiens), P34981; TRHR cells, fluo-8 calcium fluorescence, EC20 TRH enhancement; enhancement, % at 2 µM; hit rate 0.66% among 360,000; AID 493056, 2011; in the data active = enhancement above about 30%; also: 0% is about no effect
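TRHR-expressing cells loaded with fluo-8 calcium dye were read kinetically (ex 480/em 530) during compound addition, then stimulated with an EC20 of TRH (10 nM final). Enhancement of the Gq-mediated intracellular calcium response was scored.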
D2 antagonist: HTS Assay for Allosteric Antagonists of the Human D2 Dopamine Receptor: Primary Screen for Antagonists; HEK293 TREx D2 cells, calcium flux, dopamine EC80; inhibition, % at 10 µM; hit rate 2% among 340,000; AID 485344, 2010; in the data active = inhibition above about 30%; also: 0% is about no effect
Target sequence (P14416 whole entry, looked up): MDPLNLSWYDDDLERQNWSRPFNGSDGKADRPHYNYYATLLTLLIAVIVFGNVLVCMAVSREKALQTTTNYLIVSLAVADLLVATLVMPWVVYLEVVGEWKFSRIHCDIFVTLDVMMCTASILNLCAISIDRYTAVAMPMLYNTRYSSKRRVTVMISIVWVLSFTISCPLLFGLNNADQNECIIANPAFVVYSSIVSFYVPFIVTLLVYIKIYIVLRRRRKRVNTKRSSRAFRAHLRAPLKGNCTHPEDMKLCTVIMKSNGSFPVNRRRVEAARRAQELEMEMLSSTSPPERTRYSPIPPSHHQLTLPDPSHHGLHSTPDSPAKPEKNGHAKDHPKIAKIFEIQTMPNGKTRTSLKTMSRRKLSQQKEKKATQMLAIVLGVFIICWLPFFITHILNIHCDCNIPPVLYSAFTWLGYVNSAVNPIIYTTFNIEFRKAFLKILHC
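HEK293 T-REx D2 cells, tet-induced, calcium dye no-wash. Cpd pintool add, 180 s kinetic, then EC80 DA, 180 s kinetic. Ca flux read.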
D2 potentiator: HTS Assay for Positive Allosteric Modulators of the Human D2 Dopamine Receptor: Primary Screen for Potentiators; HEK293 T-REx D2, calcium flux, EC20 dopamine potentiation; hit rate 0.34% among 340,000; potentiation, % at 10 µM;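 active = potentiation over 3 SD above the plate norm, cut at about 30% in these data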; also: 0% is about no effect
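Cells plated with tetracycline inducer and held overnight at 30 C; calcium dye loaded 30–90 min at room temperature; baseline taken, compound added and read 180 s; EC20 dopamine then added and read 180 s.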
D2 ag: HTS Assay for Allosteric Agonists of the Human D2 Dopamine Receptor: Primary Screen for Agonists | activation, % at 2 µM | HEK293 T-REx D2 cells, calcium flux agonist mode | AID 485358, 2010 | hit rate 0.53% among 340,000;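 active = activation over 3 SD above normal in the single-dose calcium agonist read, cut at about 30% in these data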; also: 0% is about no effect
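Tetracycline-induced HEK293 Trex cells with D2 receptor force-coupled to calcium signaling, plated overnight at 30 C and loaded with no-wash calcium dye. Calcium flux read kinetically for 180 s after compound addition; responses flag agonists.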
Active calls of the source: *; ? = inconclusive; . = not tested or not shown. This is a subset; the hit share may differ from the screen's.

Every second line gives: RXFP1 antag | D1 PAM | D1 antag | RXFP1 agonist | D1 ag | TRHR PAM | D2 antagonist | D2 potentiator | D2 ag
1. C=CCn1c(COc2ccccc2F)nnc1SCC(=O)NC(=O)NCc1ccco1
    5 | -5 | 16 | 0.8% | 1 | 7 | -6 | -1 | -0.1
2. O=[N+]([O-])c1cc(-n2cccc2)ccc1N1CCOCC1
    -18 | -7 | -21 | 0.8% | 1 | 1 | 3 | 4 | 0.6
3. CCOC(=O)c1sc(NC(=O)CN2CC(C)OC(C)C2)nc1C (stereo not given)
    8 | -10 | 6 | 2.2% | 1 | 6 | 14 | -5 | -0.4
4. O=C(NC(=S)NCCC1=CCCCC1)c1ccco1
    12 | -3 | -5 | 0.1% | 1 | 2 | -9 | 9 | 0.7
5. C=CCNC(=S)Nc1ccc(Cl)cc1F
    -1 | -3 | -10 | 3.1% | 3 | 7 | -20 | 0 | 0.9
6. Cc1cnc(NC(=O)c2sc3ccccc3c2Cl)s1
    -7 | 7 | -3 | 4.3% | 3 | -3 | -12 | -5 | -1.5
7. CCc1nnc2c(Nc3cc(OC)c(Cl)cc3OC)nc3ccccc3n12
    -6 | -1 | -8 | 3.6% | 1 | 6 | . | -17 | 0.7
8. COc1ccccc1Nc1nccc(N(C)C)c1C#N
    -11 | -4 | -10 | 3.8% | 2 | 9 | -2 | 10 | -0.1
9. COc1ccc(Nc2oc(-c3ccc(Cl)cc3)nc2C#N)cc1
    -18 | 0 | -9 | 2.1% | -1 | -4 | -4 | -3 | -0.2
10. CCc1ccc(NC(=O)CCS(=O)(=O)c2ccc(Cl)cc2)cc1
    -9 | -8 | -8 | -5.5% | 4 | -8 | 3 | 14 | -0.2
11. CCC(=O)Nc1cccc(NC(=O)CSc2nnnn2Cc2ccccc2)c1
    11 | -1 | -12 | 1.7% | 3 | -1 | 0 | -2 | -0.6
12. CCc1nnc(NC(=O)CCN2C(=O)CCC2=O)s1
    16 | 1 | -9 | -0.3% | 1 | -3 | -10 | 9 | 0.8
13. Cc1ccc(S(=O)(=O)NCC(c2cccnc2)N(C)C)cc1 (stereo not given)
    -11 | 4 | 1 | 0.4% | 2 | 6 | 4 | -3 | 0.5
14. NNC(=O)c1ccc(N2CCc3ccccc32)c([N+](=O)[O-])c1
    -35 | -2 | -33* | -2.1% | 1 | -4 | -27 | 5 | 0.8
15. Cc1cc(C)cc(-n2cnc3cc(C(=O)NC4CCCCCC4)ccc32)c1
    3 | 5 | -5 | 1.9% | -1 | -3 | . | 3 | 1.5
16. O=C(CSc1nnc(CNC(=O)c2c(F)cccc2F)o1)Nc1ccc2c(c1)OCCO2
    7 | -3 | -4 | -0.3% | -1 | 1 | -10 | 5 | 0.3
17. COC(=O)C1(NC(=O)NC2CCCCC2)CCCCC1
    10 | 2 | 2 | 0.1% | 1 | 0 | -24 | 9 | 0.1
18. COc1ccccc1CNC(=O)C(NS(=O)(=O)c1ccc2c(c1)oc(=O)n2C)C(C)C (stereo not given)
    . | -4 | 0 | 0.2% | 2 | -7 | 3 | 1 | -0.2
19. CCc1nc2sc(C)c(C)c2c(=O)n1CCO
    5 | -3 | -9 | -0.1% | 2 | 4 | 4 | 4 | 0.6
20. CCc1ccc2oc(-c3cc(N)ccc3O)nc2c1
    0 | -2 | -11 | 0.2% | 1 | 1 | -13 | 4 | -2.3
21. COc1cccc(NC(=S)N(CCN(C)C)Cc2cccs2)c1
    1 | -11 | -6 | -1.5% | 3 | 0 | 8 | -5 | 2.1
22. Cc1ccc(C)c(Sc2ccc(S(=O)(=O)Nc3ccc(C(=O)O)cc3)cc2)c1
    -24 | -2 | 21 | 0.2% | 2 | 2 | -10 | -3 | -0.1
23. Cc1nonc1-c1ccc2c(c1)OCO2
    -12 | 1 | -15 | -1.0% | 1 | 16 | -16 | 6 | -0.9
24. O=C1C(Cc2ccc(F)cc2)SC(=Nc2ccccc2)N1c1ccccc1 (stereo not given)
    -9 | -4 | 11 | 2.3% | 4 | -2 | 3 | 1 | -0.5
25. CC(=O)N1N=C(c2cccs2)CC1c1cc2cc(C)ccc2nc1Cl (stereo not given)
    2 | -4 | 1 | 6.9% | 1 | -1 | . | . | .
26. FC(F)(F)C1CCCN(c2nsc3ccccc23)C1 (stereo not given)
    -37 | 6 | 7 | 18% | 2 | 1 | -1 | 6 | -0.7
27. COc1ccc(N(CC(=O)N2CCOCC2)S(C)(=O)=O)c(OC)c1
    2 | -3 | 1 | 1.1% | 3 | -3 | -13 | 0 | 0.2
28. CC(C)(C)OC(=O)NCCCCCNC(=O)c1nc[nH]c1C(=O)N1CCN(C(=O)OC(C)(C)C)CC1
    . | -6 | 11 | 0.2% | -1 | -6 | 0 | -5 | -1.0
29. Cc1ccc2c(Sc3ccc(Cl)cc3)c(C(=O)NCCC(C)C)[nH]c2c1
    -8 | 0 | 11 | -3.3% | -1 | 6 | . | 1 | -1.5
30. O=S(=O)(c1ccc(NCc2ccc(F)cc2)nc1)N1CCCC1
    -8 | -3 | 3 | -0.4% | 2 | -4 | -18 | -1 | 0.8

Fetched by compound from the list above, 5 records:
Every second line gives: RXFP1 antag | D1 PAM | D1 antag | RXFP1 agonist | D1 ag | TRHR PAM | D2 antagonist | D2 potentiator | D2 ag
17. COC(=O)C1(NC(=O)NC2CCCCC2)CCCCC1
    10 | 2 | 2 | 0.1% | 1 | 0 | -24 | 9 | 0.1
26. FC(F)(F)C1CCCN(c2nsc3ccccc23)C1 (stereo not given)
    -37 | 6 | 7 | 18% | 2 | 1 | -1 | 6 | -0.7
23. Cc1nonc1-c1ccc2c(c1)OCO2
    -12 | 1 | -15 | -1.0% | 1 | 16 | -16 | 6 | -0.9
22. Cc1ccc(C)c(Sc2ccc(S(=O)(=O)Nc3ccc(C(=O)O)cc3)cc2)c1
    -24 | -2 | 21 | 0.2% | 2 | 2 | -10 | -3 | -0.1
28. CC(C)(C)OC(=O)NCCCCCNC(=O)c1nc[nH]c1C(=O)N1CCN(C(=O)OC(C)(C)C)CC1
    . | -6 | 11 | 0.2% | -1 | -6 | 0 | -5 | -1.0

The list goes on:
Every second line gives: RXFP1 antag | D1 PAM | D1 antag | RXFP1 agonist | D1 ag | TRHR PAM | D2 antagonist | D2 potentiator | D2 ag
31. CS(=O)(=O)N(CC(=O)NCc1ccc2c(c1)OCO2)Cc1ccc(Cl)cc1
    -7 | 1 | -1 | -0.6% | 2 | 5 | 26 | 10 | 2.1
32. COc1cc(OC)cc(-c2nnc(SCC(=O)N(Cc3ccccc3)C(C)(C)C)o2)c1
    2 | 1 | 10 | 2.9% | 5 | -6 | 5 | 9 | -0.1
33. CC(C)(C)c1ccc(-c2nc(SCCOc3ccc(Cl)cc3)n3[nH]c(=O)cc3n2)cc1
    -16 | -3 | -11 | -0.4% | 0 | 9 | . | 15 | 0.1
34. CCOC(=O)C(=O)N1CCC(C(=O)OCC)CC1
    -6 | 3 | -8 | -0.4% | 1 | -7 | 2 | -1 | -0.2
35. COC(=O)c1ccc(COC(=O)c2cnccn2)cc1
    19 | -3 | 5 | 5.7% | 1 | 10 | 4 | -1 | 0.0
36. CC1CC(C)CN(C(=O)CCC(=O)Nc2nnc(C(C)C)s2)C1 (stereo not given)
    10 | 2 | 7 | -1.3% | 1 | -14 | -6 | 7 | -0.2
37. Cc1ccc(S(=O)(=O)CCc2nc3ccccc3s2)cc1
    -4 | 1 | -4 | 0.5% | -1 | 3 | -1 | 7 | 0.4
38. CCOc1ccc(N(CC(=O)NCc2ccccc2)C(=O)Cn2nnc(-c3ccc(C)o3)n2)cc1
    6 | 4 | -5 | 0.1% | 6 | 4 | . | . | .
39. CCOC(=O)C1C(=O)NC(C)C1c1ccccc1 (stereo not given)
    -6 | -6 | 23 | 2.1% | 1 | -5 | 6 | 0 | 0.0
40. O=C(Cn1ccn(-c2cccc(Cl)c2)c(=O)c1=O)NCCc1ccccc1
    17 | -4 | 2 | ? | 1 | -5 | . | 7 | 0.2
41. CCCCC(=O)Nc1ccc(C(=O)NCCc2ccc(S(N)(=O)=O)cc2)cc1
    -14 | -6 | 7 | 3.8% | 2 | 2 | -10 | -14 | 2.1
42. COc1cccc(-n2c(-c3ccccc3F)nc3c(cnn3-c3ccc(C)cc3)c2=O)c1
    . | 0 | 13 | 1.0% | 4 | 0 | . | 6 | 0.5
43. COC(=O)c1c(NC(=O)Cc2cccs2)sc(C)c1C
    5 | 2 | 7 | -1.8% | 2 | 3 | -6 | 17 | -1.0
44. CC(=O)Nc1cccc(NC(=O)CSc2nccn2Cc2ccc(F)cc2)c1
    4 | -1 | -6 | 1.8% | 9 | 0 | 0 | 5 | -0.4
45. CCC(C)(C(=O)NC1CCCC1)N(C(=O)c1cnccn1)c1c(C)n(C)n(-c2ccccc2)c1=O (stereo not given)
    19 | -2 | -7 | 0.1% | 3 | 0 | 4 | -6 | 0.5

Compound profiles, as listed above:
COC(=O)c1c(NC(=O)Cc2cccs2)sc(C)c1C as listed: RXFP1 antag: 5; D1 PAM: 2; D1 antag: 7; RXFP1 agonist: -1.8%; D1 ag: 2; TRHR PAM: 3; D2 antagonist: -6; D2 potentiator: 17; D2 ag: -1.0
CC1CC(C)CN(C(=O)CCC(=O)Nc2nnc(C(C)C)s2)C1 (stereo not given) as listed: RXFP1 antag: 10; D1 PAM: 2; D1 antag: 7; RXFP1 agonist: -1.3%; D1 ag: 1; TRHR PAM: -14; D2 antagonist: -6; D2 potentiator: 7; D2 ag: -0.2

(cont.)
Every second line gives: RXFP1 antag | D1 PAM | D1 antag | RXFP1 agonist | D1 ag | TRHR PAM | D2 antagonist | D2 potentiator | D2 ag
46. CCCN1CN=C(NS(=O)(=O)c2ccc(NC(C)=O)cc2)NC1
    . | 0 | -3 | 5.5% | 0 | -1 | . | -4 | .
47. CC(OC(=O)c1ncc(Cl)c(Cl)c1Cl)C(=O)NC1(C#N)CCCCC1 (stereo not given)
    4 | 4 | 0 | 1.9% | 3 | -4 | 10 | -2 | -0.9
48. COCCNC(=O)NC12CC3(C)CC(C)(CC(C)(C3)C1)C2
    ? | -5 | . | 0.4% | 1 | 6 | -16 | 7 | -0.6
49. O=C(c1cc(COc2cccc3cnccc23)on1)N1CCC(c2ccccc2Cl)C1 (stereo not given)
    1 | 2 | -2 | 2.8% | 6 | 1 | 21 | -4 | 0.1
